FBA Mtb inh = Mtb fructose-bisphosphate aldolase inhibition. P9WQA3. purified M. tuberculosis FBA, fluorescence read-out. inhibition, % at 1 µM. actives 2.3% (n = 360,000). AID 588726; in the data active means inhibition above about 27%;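 further: 0% = vehicle and 100% = reference inhibitor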
Target sequence (P9WQA3 whole entry, looked up): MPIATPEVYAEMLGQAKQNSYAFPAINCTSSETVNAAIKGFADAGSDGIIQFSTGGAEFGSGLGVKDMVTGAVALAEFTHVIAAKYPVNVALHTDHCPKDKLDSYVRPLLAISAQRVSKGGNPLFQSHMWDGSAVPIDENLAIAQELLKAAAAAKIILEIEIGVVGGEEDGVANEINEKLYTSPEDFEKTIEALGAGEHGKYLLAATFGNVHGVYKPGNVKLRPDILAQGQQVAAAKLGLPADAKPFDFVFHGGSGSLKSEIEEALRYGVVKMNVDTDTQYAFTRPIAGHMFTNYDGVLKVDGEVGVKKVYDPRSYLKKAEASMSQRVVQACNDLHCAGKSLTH
UGM FP inh = blocks M. tuberculosis UGM enzyme. P9WIQ1. purified UGM, fluorescence polarization probe displacement. inhibition, % at 10 µM. actives 0.06% (n = 320,000); in the data active means inhibition above about 10%, passing the limit was not always enough; inconclusive means no clear call, values can overlap the other calls
Target sequence (P9WIQ1 whole entry, looked up): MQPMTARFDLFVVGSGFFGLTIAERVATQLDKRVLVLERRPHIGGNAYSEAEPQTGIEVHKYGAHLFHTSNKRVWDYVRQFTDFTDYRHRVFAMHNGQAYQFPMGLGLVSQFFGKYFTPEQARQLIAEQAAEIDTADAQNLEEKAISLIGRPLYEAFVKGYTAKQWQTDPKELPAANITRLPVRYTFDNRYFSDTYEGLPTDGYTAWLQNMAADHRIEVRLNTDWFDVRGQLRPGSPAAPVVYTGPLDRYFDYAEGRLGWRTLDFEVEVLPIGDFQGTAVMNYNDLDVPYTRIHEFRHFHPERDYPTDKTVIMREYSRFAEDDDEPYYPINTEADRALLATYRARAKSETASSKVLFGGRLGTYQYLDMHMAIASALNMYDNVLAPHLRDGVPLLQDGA
FadD28 binding = inhibitors of Mycobacterium tuberculosis FadD28 bisubstrate binding; FadD28 bisubstrate probe binding, fluorescence polarization; inhibition, % at 12.5 µM; actives 0.22% (n = 360,000); AID 588549; in the data active means inhibition above about 8.5%, passing the limit was not always enough; inconclusive means no clear call, values can overlap the other calls
Y pestis TopoI = inhibitors of Yersinia pestis topoisomerase I. Y. pestis Topo-I cleavage product accumulation, plate reader. activity, % at 10 µM. actives 0.064% (n = 360,000); in the data active means activity above about 50%, passing the limit was not always enough; inconclusive means no clear call, values can overlap the other calls; further: inactives centre near 2
PfHsp40 yeast = rescue of PfHsp40-mediated yeast toxicity; S. cerevisiae expressing PfHsp40, growth rescue, ATP luminescence; growth rescue, % at 12.5 µM; actives 0.68% (n = 340,000); in the data active means growth rescue above about 28%, passing the limit was not always enough; inconclusive means no clear call, values can overlap the other calls;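 further: yeast W303a lacking pdr1 and pdr3 grown in galactose medium; growth measured after three days at 30 °C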
Mtb BioA inh = BioA (M. tuberculosis) enzyme inhibition; AID 602481; purified M. tuberculosis BioA enzyme, plate reader; actives 0.096% (n = 360,000); inhibition, % at 9.99 µM; in the data active means inhibition above about 40%; inconclusive means no clear call, values can overlap the other calls
BH1578 lux ind = quorum light induction in luxS cqsA deficient V. cholerae; V. cholerae BH1578 lux reporter, luminescence, 6 h; activation, % at 18.7 µM; actives 0.16% (n = 350,000); AID 588436; in the data active means activation mostly above about 9.7%, no sharp cut-off; inconclusive means no clear call, values can overlap the other calls; inactive means mostly below about 3.7%; further: not every result past the cut was called active; inactives centre near 0; reference of the scale not given here
TcdB GH inh = TcdB glycohydrolase inhibition; P18177; inhibition, % at 9.99 µM; actives 0.24% (n = 350,000); TcdB glycohydrolase enzymatic assay, plate reader; in the data active means inhibition above about 10%
GDH-TPI counter = GDH-TPI coupled enzyme inhibition counter-screen | GDH-TPI coupled enzyme counterscreen, NADH absorbance | actives 1.2% (n = 360,000) | inhibition, % at 4.8 µM | AID 588335; in the data active means inhibition above about 30%;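 further: 0% = DMSO wells and 100% = wells lacking the enzyme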
Numbers without * were called inactive; i = inactive; ? = inconclusive; / = not tested or not shown.

A first look, 3 compounds:
Each structure is followed by: FBA Mtb inh	UGM FP inh	FadD28 binding	Y pestis TopoI	PfHsp40 yeast	Mtb BioA inh	BH1578 lux ind	TcdB GH inh	GDH-TPI counter
CCOC(=O)C1=CCN(S(=O)(=O)c2ccccc2Br)C1c1cccc(Cl)c1 (centres undefined)
 : 0	/	-1.9	/	/	-1.3	/	1.0	/
COC(=O)Cn1c(=O)n(CCc2ccccc2)c(=O)c2c3c(sc21)CCCC3
 : 0	0.3	-4.8	1	1.4	/	i	0.7	-4
Cc1nc(N)[nH]c(=O)c1CCC(=O)OCC(C)C
 : 2	-2.6	-0.6	5	1.3	-2.0	i	/	-12

Main list, previewed entries included:
Each structure is followed by: FBA Mtb inh	UGM FP inh	FadD28 binding	Y pestis TopoI	PfHsp40 yeast	Mtb BioA inh	BH1578 lux ind	TcdB GH inh	GDH-TPI counter
CCOC(=O)C1=CCN(S(=O)(=O)c2ccccc2Br)C1c1cccc(Cl)c1 (centres undefined)
 : 0	/	-1.9	/	/	-1.3	/	1.0	/
COC(=O)Cn1c(=O)n(CCc2ccccc2)c(=O)c2c3c(sc21)CCCC3
 : 0	0.3	-4.8	1	1.4	/	i	0.7	-4
Cc1nc(N)[nH]c(=O)c1CCC(=O)OCC(C)C
 : 2	-2.6	-0.6	5	1.3	-2.0	i	/	-12
C#CCOC(=O)CCCC(=O)NCCCCCCCC
 : 2	1.0	-1.4	44	1.4	/	-0.4	0.3	2
Nc1ncn([C@H]2C[C@H](O)[C@@H](CO)O2)c(=O)n1
 : 0	0.4	-5.1	0	-0.5	0.0	-0.2	2.1	2
O=C(CCc1ccccc1)Nc1ccc2c(c1)C(=O)OC2
 : 2	-2.4	0.5	23	-1.9	1.7	i	/	1
O=S1(=O)C[C@H](N2CCC[C@@H]2CO)[C@@H](COCc2ccccc2)N1
 : 1	/	-0.8	/	/	-0.9	/	1.3	/
COCCn1nnnc1C(c1ccc(C)cc1)N1CCN(Cc2ccc3c(c2)OCO3)CC1 (centres undefined)
 : -1	/	0.1	17	-0.1	0.2	i	/	9
O=C(COC(=O)C1CCN(c2ccc(C(F)(F)F)cn2)CC1)NC1CCCCC1
 : 1	0.4	-4.2	22	-0.6	-0.5	14	-0.4	-1
C=CCn1c(O)c(CN2CCCCC2)c(C)c(C#N)c1=O
 : 1	4.7	-2.8	5	-0.6	/	i	-0.6	-2
COc1ccc(C2C=C(c3ccc(Br)cc3)Nc3nc(N4C(=O)CCC4=O)nn32)cc1 (centres undefined)
 : 16	-3.7	-1.4	-11	0.1	6.5	-0.3	/	14
O=C(NCc1cccc(Cl)c1)c1cnccn1
 : 2	1.3	-3.3	0	0.7	-1.0	i	/	1
O=C(c1cccs1)N1CCOCC1
 : -2	1.6	0.2	-5	-0.4	-0.7	/	/	8
CCc1nnc(NC(=O)CCC(=O)N2CCC(Cc3ccccc3)CC2)s1
 : 0	-2.2	-2.2	35	2.1	1.2	-0.6	-0.4	-3
CC(=O)Oc1ccc2c(=O)c(-c3ccccc3)coc2c1
 : 15	0.0	0.5	9	1.3	/	-0.5	0.7	0
Cc1c(CCC(=O)O)c(=O)oc2cc3occ(-c4ccc(Cl)cc4)c3cc12
 : 6	-0.4	-13	1	2.3	3.5	i	-1.9	4
O=C(Nc1cccc(C(F)(F)F)c1)C(Sc1cccc[n+]1[O-])c1ccccc1 (centres undefined)
 : 3	-2.3	0.5	-2	-1.4	/	0.0	4.0	4
O=C(CN1CCCC1)Nc1ccccc1C(=O)c1ccccc1
 : 4	-1.0	-4.3	7	-1.6	/	i	1.7	0
COc1ccc(CNC(=O)C(C)N2C(=O)COc3ccc(C)cc32)c(OC)c1 (centres undefined)
 : -1	-0.4	-1.0	-4	-0.8	-1.2	i	-1.0	-11
CC1CC(C)CN(S(=O)(=O)c2ccc(F)c(C(=O)NC3CCCCC3C)c2)C1 (centres undefined)
 : -1	/	-2.0	1	/	0.5	i	1.0	-1
OCc1ccc(-c2nn(Cc3ccccc3)c3ccccc23)o1
 : 58*	1.6	-2.5	17	0.9	2.6	-0.3	0.8	18
Cc1ccc(S(=O)(=O)NCC(=O)OCC(=O)Nc2ccccc2OC(F)F)cc1
 : -3	-1.0	-3.1	0	-0.4	/	-0.3	0.6	-2
Nc1nccc(SCc2ccc(Cl)cc2Cl)n1
 : -3	/	-3.4	17	0.3	-0.8	i	-1.4	-4
O=C(Nc1cccc(S(=O)(=O)N2CCCCC2)c1)C1CCCC1
 : -4	-0.5	-2.8	2	-0.8	-0.1	-1.0	0.7	4
CC1CC(C)CN(C(=O)c2nn(C)c3c2CSc2ccccc2-3)C1 (centres undefined)
 : -1	0.2	-4.3	17	1.2	1.0	-0.2	1.4	0
Cc1nc(NC(=O)CN2CCCCC2)sc1C(=O)N(C)C
 : -1	6.4	-0.8	4	3.4	-0.1	-0.5	-0.1	-6
CCN(C(=O)COC(=O)c1ccccc1Nc1cccc(C)c1C)C1CCS(=O)(=O)C1 (centres undefined)
 : 2	2.9	-0.3	-6	-0.4	-0.4	-0.4	/	6
Cc1cc(C)n(C(=O)CCC(=O)NCc2ccccc2)n1
 : -1	0.1	0.4	-7	-0.2	-0.3	-6.7	-1.8	-4
COc1cc(OC)cc(C(=O)Nc2cccc3c2CCCC3)c1
 : 4	0.4	-2.0	-4	2.0	-0.9	-0.2	-0.8	-3
COc1ccc(N2CCN(C(=O)COC(=O)c3oc4ccccc4c3C)CC2)cc1
 : -1	0.0	/	26	1.5	0.0	i	-0.7	-5
O=[N+]([O-])c1cccc(C(=Nc2ccccc2)NO)c1
 : -4	-0.4	-2.1	-7	0.1	0.3	-1.2	/	1
CN(C)c1ccc(/C=C/C(=O)c2ccccc2O)cc1
 : -9	3.6	0.4	-4	1.3	/	-0.2	1.4	0
Cc1ccc2nc(C)c(C(=O)N/N=C/c3ccco3)cc2c1
 : 3	-1.0	1.2	7	-0.1	/	0.4	/	7
COc1ccc(NC(=O)CCNS(=O)(=O)c2ccc3c(c2)CC(C)N3C(C)=O)cc1 (centres undefined)
 : 1	-2.4	-1.8	5	-0.4	-0.4	-0.3	0.7	-8
O=C(Oc1ccccc1N1C(=O)C2CCCCC2C1=O)c1ccccc1F (centres undefined)
 : 2	0.3	-3.7	2	-0.1	0.6	-0.4	/	1
c1ccc2[nH]c(NC3=NCCC3)nc2c1
 : 0	-1.8	-0.7	1	0.7	-0.1	7.7	/	1
Cc1ccccc1NC(=O)Cn1nc(-c2ccc(Cl)s2)ccc1=O
 : 1	0.5	-4.7	9	0.8	-1.9	-0.3	0.7	12
COc1cc(OC)cc(C(=O)Nc2ccccc2C(=O)NC2CC2)c1
 : 3	-1.3	-2.6	-2	0.0	-2.6	i	1.9	2
Cc1ccc(N2C(=O)CC(N3CCN/C3=C3\CC/C(=C\c4ccccc4)C3=O)C2=O)cc1 (centres undefined)
 : 2	-0.9	-1.0	0	-0.5	-0.5	2.1	-0.1	13
CCN(CC)CCCNC(=O)c1csc(Nc2cccc3ccccc23)n1
 : 1	6.6	-2.3	-5	0.9	0.1	0.3	1.6	-3
O=C(NCCCc1ccccc1)C(=O)NCC1OCCN1S(=O)(=O)c1cc(F)ccc1F (centres undefined)
 : -1	-0.2	-4.5	17	1.2	-0.7	i	0.0	-6
CCOC(=O)C1C(C(=O)Nc2cccc(C(F)(F)F)c2)C1C(=O)NC(C)C (centres undefined)
 : 0	-0.9	-1.9	-17	-1.3	/	-0.8	0.7	-1
COc1ccc(CN2CCNC(=O)C2CC(=O)NC2CCCCCC2)c(C)c1C (centres undefined)
 : 0	0.9	-2.1	26	-0.8	-0.1	-0.4	-2.9	2
Cc1ccc(C(=O)N2CCc3ccccc32)cc1
 : -1	-2.5	-4.5	15	0.7	-0.5	-0.1	/	-2
COC(=O)C1[C@H]2C(=O)N(Cc3cccs3)C[C@]23C=C[C@H]1O3 (some centres undefined)
 : 1	-2.1	-0.5	0	-0.1	-0.7	i	/	9
Cc1ccc(C)c(S(=O)(=O)NCc2ccc(C(=O)N3CCC(Cc4ccccc4)CC3)cc2)c1
 : -3	0.0	-1.4	-8	-1.6	/	0.9	/	4
Cc1ccccc1NC(NC(=O)c1cccs1)C(Cl)(Cl)Cl (centres undefined)
 : 1	1.2	-3.2	-13	3.3	0.0	i	/	6
CCOCCCNC(=O)C1CCN(C(=O)N(C)C)CC1
 : 1	-0.8	-0.9	-13	0.7	-2.4	4.8	1.1	8
CC(C)(C)c1cc(C(=O)O)nn1-c1ccccc1
 : -2	-0.1	0.6	-5	-0.6	-1.0	i	1.4	-1
COc1ccc(COC(=O)C2CCN(S(=O)(=O)c3ccc(OC)c(OC)c3)CC2)cc1
 : 4	0.8	/	37	0.3	-0.8	i	-9.0	5
COc1cc(OC)c(NC(=O)c2ccc(F)cc2)cc1Cl
 : 4	-0.7	-2.7	1	-1.1	-2.8	i	1.3	16
COc1ccccc1Nc1nc(C)cc(C)n1
 : 3	2.4	-2.3	-2	-0.7	-0.8	0.7	1.0	2
COc1ccc(NC(=O)Cc2c(F)c(F)c(F)c(F)c2F)cc1OC
 : -1	2.0	-4.6	1	-0.3	-0.3	-0.6	0.5	-16
Cc1ccc(-c2nnc(SCC(=O)N/N=C/c3ccccc3C(=O)O)n2-c2ccc(C)cc2)cc1
 : 2	-1.7	0.2	19	-0.5	0.1	-0.6	0.3	8
COc1cc(-c2cc(C(=O)NCc3ccc(S(N)(=O)=O)cc3)c3ccccc3n2)cc(OC)c1OC
 : 5	-2.9	1.1	-8	0.4	-3.1	0.2	0.6	18
O=C(CC1CCCCC1)NCCCN1CCOCC1
 : 1	-2.6	-3.8	-1	-2.2	0.0	-5.0	0.8	-7
CCN(CC)C(=O)CSc1nc2c(sc(=S)n2-c2ccccc2)c(=O)n1Cc1ccco1
 : -1	2.7	-0.6	1	-1.2	-1.1	i	/	10
C/C(=N\Nc1nncc2ccccc12)c1ccc(OCC(=O)N(C)C)cc1
 : 2	2.3	-0.4	6	0.2	0.3	i	1.5	20
COc1ccc(CNC(=O)C2CCN(S(C)(=O)=O)CC2)c(OC)c1
 : 3	-0.3	-1.5	-2	-0.7	/	0.5	0.9	0
CCC(C)(C)NC(=O)CN(Cc1ccc(OC)cc1)C(=O)CCC(=O)Nc1nccs1
 : 1	0.2	0.7	5	?	-2.4	-0.2	0.6	1

New compounds follow:
Each structure is followed by: FBA Mtb inh	UGM FP inh	FadD28 binding	Y pestis TopoI	PfHsp40 yeast	Mtb BioA inh	BH1578 lux ind	TcdB GH inh	GDH-TPI counter
CCCc1nc2ccc(Cl)cn2c1Cc1ccc(C)cc1
 : 4	/	-5.2	/	/	3.3	/	1.0	/
O=S(=O)(c1ccc(NC(=S)NC2CC2)cc1)N1CCOCC1
 : 1	0.0	-1.9	3	1.3	/	0.1	-0.2	-7
CCOc1ccc(/C=N/NC(=O)CSc2ccccn2)cc1O
 : 3	-1.6	-2.0	3	0.0	/	-0.7	8.4	21
Cc1cccc(CC(=O)Nc2sc(C(C)C)cc2C(=O)N2CCOCC2)c1
 : 5	-0.5	-1.0	44	0.0	1.6	-0.1	0.6	17
CCC(=O)c1ccc(OCC(O)CNC2CCCC2)cc1 (centres undefined)
 : -2	-2.0	-2.9	2	-1.6	13	i	0.7	-8
CCCCNc1ncnc2[nH]ncc12
 : 2	/	-0.6	-4	-1.3	/	i	-0.6	15
CCc1cccc2c(C(=O)CSc3nncn3-c3ccc(OC)cc3)c[nH]c12
 : -4	0.4	14*	5	-1.2	/	-0.6	-0.3	13
Oc1ccccc1-c1cc(C(F)(F)C(F)F)[nH]n1
 : 2	2.3	-3.1	-3	-0.5	2.1	1.7	/	2
Cc1cccc(Nc2nc(Cl)ncc2F)c1C
 : 0	0.9	0.8	-1	?	-3.5	-0.8	1.0	4
O=C(COC(=O)CNS(=O)(=O)c1cc(C(F)(F)F)ccc1Cl)NC1CC1
 : 6	-0.2	-1.2	0	0.6	-0.9	i	0.7	5
CCC1CCCCN1C(=O)CSc1nc2ncccc2[nH]1 (centres undefined)
 : 2	-2.1	-3.9	3	-0.2	-1.0	-0.3	0.8	5
Cc1cc(N=Cc2c(O)n(-c3cccc(C(F)(F)F)c3)c(=O)c3ccccc23)no1
 : 18	0.1	1.3	-5	-1.5	0.0	-0.1	/	6

High-throughput results (PubChem)

An unsorted share of the library. Share with any hit: about 4.6%.
